Source: PubChem
TEAD-YAP inh: TEAD-YAP interaction inhibition, primary screen, TEAD-YAP interaction inhibitor project, luminescence, HEK-TIYL cells | inhibition, % at 9.12 µM | AID 1259422, 2018 | 640,000 tested, 1.4% active | TEAD-Gal4/YAP UAS-luciferase luminescence; in the data active = inhibition above about 32%;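 note: 0% = median of test compound wells and 100% = reference inhibitor wells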
GPR151 ag: activators of human GPR151, primary screen, cell-based, PathHunter beta-arrestin, luminescence; activation, % at 11.2 µM; 650,000 tested, 1% active; PathHunter beta-arrestin GPR151 cells; G-protein coupled receptor 151 (Homo sapiens), Q8TDV0; in the data active = activation above about 4.9%;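 note: 0% = median of compound wells and 100% = cells with positive control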
Target sequence (Q8TDV0 whole entry, looked up): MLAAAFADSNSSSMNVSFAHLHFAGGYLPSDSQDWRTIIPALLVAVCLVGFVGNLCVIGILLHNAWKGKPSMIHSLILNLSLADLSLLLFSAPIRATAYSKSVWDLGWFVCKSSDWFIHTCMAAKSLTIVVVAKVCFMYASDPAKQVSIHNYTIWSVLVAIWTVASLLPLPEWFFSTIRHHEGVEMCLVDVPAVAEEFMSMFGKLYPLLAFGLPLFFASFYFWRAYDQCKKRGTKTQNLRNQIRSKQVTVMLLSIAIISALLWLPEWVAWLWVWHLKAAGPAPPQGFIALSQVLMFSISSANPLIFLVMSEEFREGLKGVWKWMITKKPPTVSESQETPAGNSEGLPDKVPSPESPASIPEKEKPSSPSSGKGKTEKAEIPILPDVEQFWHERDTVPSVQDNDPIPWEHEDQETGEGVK
FBW7 act: FBW7 E3 ligase activators, primary screen, biochemical, AlphaScreen, human. F-box/WD repeat-containing protein 7 (Homo sapiens), Q969H0. AlphaScreen FBW7–phospho-cyclin E peptide binding, activator screen. normalized activity (activation), % at 26.1 µM. 650,000 tested, 0.13% active. AID 1259310, 2017; in the data active = normalized activity above about 1.9%;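 note: purified mutant Fbw7 with reduced substrate affinity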
Target sequence (Q969H0 whole entry, looked up): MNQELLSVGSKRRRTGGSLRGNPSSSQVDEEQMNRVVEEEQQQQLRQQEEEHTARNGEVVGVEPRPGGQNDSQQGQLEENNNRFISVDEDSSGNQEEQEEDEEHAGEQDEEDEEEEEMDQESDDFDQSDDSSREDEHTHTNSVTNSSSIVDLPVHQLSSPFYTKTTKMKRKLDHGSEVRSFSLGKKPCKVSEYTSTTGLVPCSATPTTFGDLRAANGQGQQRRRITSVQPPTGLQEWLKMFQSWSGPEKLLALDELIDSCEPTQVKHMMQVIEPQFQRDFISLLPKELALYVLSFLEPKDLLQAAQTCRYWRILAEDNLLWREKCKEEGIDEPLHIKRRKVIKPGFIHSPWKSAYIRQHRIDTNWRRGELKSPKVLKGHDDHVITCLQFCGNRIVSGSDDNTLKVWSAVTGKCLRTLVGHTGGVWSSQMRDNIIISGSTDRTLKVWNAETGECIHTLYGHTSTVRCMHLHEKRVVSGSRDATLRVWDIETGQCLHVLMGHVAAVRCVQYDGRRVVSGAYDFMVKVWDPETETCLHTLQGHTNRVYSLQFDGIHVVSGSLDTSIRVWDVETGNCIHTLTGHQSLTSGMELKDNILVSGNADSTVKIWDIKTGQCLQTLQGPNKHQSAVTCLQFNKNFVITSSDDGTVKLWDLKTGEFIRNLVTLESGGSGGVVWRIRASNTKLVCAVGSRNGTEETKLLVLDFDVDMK
MITF primary: MITF inhibitors, primary screen, biochemical, AlphaScreen, human; inhibition, % at 2.6 µM; AlphaScreen MITF homodimerization, bead proximity signal; Microphthalmia-associated transcription factor (Homo sapiens), O75030; 650,000 tested, 0.91% active; in the data active = inhibition above about 50%;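 note: 0% = vehicle wells with protein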
Active calls of the source: *. Rows are unselected. Share with any hit: about 3.5%.

Start of the data: the first 17 records, ahead of the listing:
SMILES	TEAD-YAP inh	GPR151 ag	FBW7 act	MITF primary
COc1cc2nc(-c3c(C)nn(C)c3C)nc(Nc3ccccc3)c2cc1OC	7	-1.3	0.1	7
COc1ccc(C(=O)NC(C)(C)CC(C)(C)C)cc1[N+](=O)[O-]	-10	6.6*	0.2	11
COc1ccc(C(=O)CSc2nc3sc4c(c3c(=O)n2-c2ccccc2)CCC4)cc1OC	14	1.1	0.0	-2
COc1cccc(-c2nn(C)c(Cl)c2C=O)c1	-10	-0.9	0.2	12
CCOc1ccc(/C=N/Nc2cc(-n3cc(C)cn3)ncn2)c(O)c1	-3	-0.8	-0.6	18
CC(=O)/C(N=Nc1c(Br)cc(Br)cc1Br)=C(\C)O	6	-0.6	-0.1	13
COC(=O)CSc1nnc(CSc2ncccn2)n1-c1ccccc1	4	0.3	0.2	22
COC(=O)c1c(OC(C)C)cc(=O)n2c1CCN(C1CCSC1)CC2 (centres undefined)	7	-0.3	0.0	18
Cc1ccc(N2C(=O)c3ccc(Oc4cccc(N)c4)cc3C2=O)c(C)c1	5	2.2	0.0	-11
CC(=O)NC1=NC(=O)/C(=C\c2ccc(Cl)cc2Cl)S1	-40	-2.3	0.6	16
O=C(c1ccccc1Cl)N1CCN(c2ccccc2)CC1	6	0.0	0.6	8
COc1ccc(C2C(C#N)=C(N)N(N(C)C)C3=C2C(=O)CC(C)(C)C3)cc1 (centres undefined)	-2	4.7	0.0	-12
Cc1nn(C)c(C)c1-c1nc(NCCO)c2ncn(Cc3ccc(C(F)(F)F)cc3)c2n1	-9	0.0	0.1	0
Cc1nc(SC(F)F)c2c3c(sc2n1)CCC3	3	2.9	0.8	22
Cc1ccc(/C=N/NC(=O)C[n+]2ccccc2)o1	6	-1.3	0.2	20
O=C(COc1ccccc1Cl)N=Nc1c(O)[nH]c(=O)[nH]c1=O	6	0.2	-0.9	-7
CCC(Oc1ccccc1)C(=O)NCCc1ccc(OC)c(OC)c1 (centres undefined)	-1	-0.3	0.2	5

Results, repeating the preview:
SMILES	TEAD-YAP inh	GPR151 ag	FBW7 act	MITF primary
COc1cc2nc(-c3c(C)nn(C)c3C)nc(Nc3ccccc3)c2cc1OC	7	-1.3	0.1	7
COc1ccc(C(=O)NC(C)(C)CC(C)(C)C)cc1[N+](=O)[O-]	-10	6.6*	0.2	11
COc1ccc(C(=O)CSc2nc3sc4c(c3c(=O)n2-c2ccccc2)CCC4)cc1OC	14	1.1	0.0	-2
COc1cccc(-c2nn(C)c(Cl)c2C=O)c1	-10	-0.9	0.2	12
CCOc1ccc(/C=N/Nc2cc(-n3cc(C)cn3)ncn2)c(O)c1	-3	-0.8	-0.6	18
CC(=O)/C(N=Nc1c(Br)cc(Br)cc1Br)=C(\C)O	6	-0.6	-0.1	13
COC(=O)CSc1nnc(CSc2ncccn2)n1-c1ccccc1	4	0.3	0.2	22
COC(=O)c1c(OC(C)C)cc(=O)n2c1CCN(C1CCSC1)CC2 (centres undefined)	7	-0.3	0.0	18
Cc1ccc(N2C(=O)c3ccc(Oc4cccc(N)c4)cc3C2=O)c(C)c1	5	2.2	0.0	-11
CC(=O)NC1=NC(=O)/C(=C\c2ccc(Cl)cc2Cl)S1	-40	-2.3	0.6	16
O=C(c1ccccc1Cl)N1CCN(c2ccccc2)CC1	6	0.0	0.6	8
COc1ccc(C2C(C#N)=C(N)N(N(C)C)C3=C2C(=O)CC(C)(C)C3)cc1 (centres undefined)	-2	4.7	0.0	-12
Cc1nn(C)c(C)c1-c1nc(NCCO)c2ncn(Cc3ccc(C(F)(F)F)cc3)c2n1	-9	0.0	0.1	0
Cc1nc(SC(F)F)c2c3c(sc2n1)CCC3	3	2.9	0.8	22
Cc1ccc(/C=N/NC(=O)C[n+]2ccccc2)o1	6	-1.3	0.2	20
O=C(COc1ccccc1Cl)N=Nc1c(O)[nH]c(=O)[nH]c1=O	6	0.2	-0.9	-7
CCC(Oc1ccccc1)C(=O)NCCc1ccc(OC)c(OC)c1 (centres undefined)	-1	-0.3	0.2	5
CC(C)(C)N1C(=O)c2ccc(S(=O)(=O)c3ccc4c(c3)C(=O)N(C(C)(C)C)C4=O)cc2C1=O	2	0.8	-0.1	13
CC1CN2C(=O)Cc3c(S(=O)(=O)Nc4ccc(Cl)cc4)ccc(c32)S1 (centres undefined)	24	-0.7	0.2	13
O=C(Nc1ccc(F)cc1F)c1ccc(N2C(=O)c3ccccc3C2=O)cc1	-9	1.4	0.1	16
NC(N)=NCCSSCCN=C(N)N	17	0.9	0.2	22
COc1ccc(-n2c3c(cc(C(=O)Nc4ccccc4OC)c2=O)C(=O)CCC3)cc1	0	0.3	0.2	2
COC(=O)c1ccc(NC(=O)C(=O)c2cn(CC(=O)N3CCCC3)c3ccccc23)cc1	5	-0.5	0.2	7
COC(=O)C1=C(C)NC(=O)NC1c1ccc(C(C)(C)C)cc1 (centres undefined)	-2	-1.9	0.2	12
COc1ccc(C(=O)CSc2nnnn2Cc2ccccc2)cc1	-2	-0.1	-0.1	10

Next section.
SMILES	TEAD-YAP inh	GPR151 ag	FBW7 act	MITF primary
CC(C)(C)NC(=O)C(=O)N/N=C/c1c(Cl)cccc1Cl	-7	0.6	0.3	9
O=C1CC(N(C(=O)c2ccco2)c2ccc(F)cc2)C(=O)N1c1ccc(F)cc1 (centres undefined)	-3	0.3	-0.1	4
Cc1c(Cl)cccc1N1C(=O)Nc2ccccc2N1O	1	-1.3	-0.2	-4
COc1ccc(C(=O)N/N=C/c2cc(Cl)c(O)c(OC)c2)cc1	-3	0.1	-0.2	7
N[C@@H](Cc1ccc(Br)cc1)C(=O)N1CCC(c2nc(-c3ccncc3)no2)C1 (some centres undefined)	0	-0.6	-0.1	6
c1coc(Cn2c(-c3ccco3)nc3ccccc32)c1	-31	-2.1	-0.3	7
C=C(C)CNC(=S)N/N=C/c1ccco1	2	1.4	0.0	-6
Cc1c(N2C(=O)/C(=C/c3cccs3)SC2=S)c(=O)n(-c2ccccc2)n1C	10	0.0	0.0	9
Cc1cccc(C(=O)Nc2sc3c(c2C(=O)N2CCN(C)CC2)CCC(C)C3)c1 (centres undefined)	-2	-1.5	-0.1	2
COC(=O)Cn1nc(C)c2ccccc2c1=O	-4	1.6	0.9	12
Cc1cc(C)c(NC(=O)c2cc(NC(=O)c3ccccc3)cc(NC(=O)c3ccccc3)c2)c(C)c1	3	0.7	-0.1	8
CCOC(=O)Cn1c2c(c(-c3ccccc3OC)cc1=O)CCCC2	3	0.3	0.1	6
COc1ccccc1CN[C@H]1C[C@H]2C(=O)N[C@@H]([C@@H](C)O)C(=O)N2C1	13	-1.3	0.8	18
CC1=NN(c2ccccc2)C(=O)/C1=C\c1c(C)[nH]n(-c2ccc(C)cc2)c1=O	3	-1.1	0.0	2
COc1cc2c(cc1CN1CCc3c(nc(N4CCC(C)CC4)[nH]c3=O)C1)OCO2	10	0.0	-0.1	17
CCN1C(=O)c2cccc3c(S(=O)(=O)Nc4ccc(F)cc4)ccc1c23	-8	0.4	0.0	-5
COC(=O)c1ccc(Oc2coc3cc(OCC(N)=O)ccc3c2=O)cc1	-4	1.0	-0.1	8
CCOC(=O)C1=C(C)N=c2s/c(=C\c3cc(Br)ccc3OC)c(=O)n2C1c1ccc(N(C)C)cc1 (centres undefined)	-1	-0.1	0.2	-13
N#Cc1c(NCCN)nc(-c2ccco2)c2c1CCCC2	34*	0.5	-0.2	-10
CCN(CC)c1nc(NCCc2ccc(O)cc2)nc(Nc2cccc(N(C)C)c2)n1	6	0.2	-0.1	9
CCc1nn(CC(N)=O)c(=O)c2cc3sccc3n12	12	-1.1	0.1	2
CCCNC(=O)Cn1cc2c(n1)-c1c(oc(C(=O)N3CCCC3)c1C)CC2	9	-0.4	0.2	20
CCCCCc1nc2c(=O)n(C)c3ccccc3c2o1	-28	-0.6	0.8	5
CCOc1ccc(Nc2nc(-c3ccc(OC)cc3)c(-c3ccccc3)s2)cc1	6	-1.5	0.0	3
CCOC(=O)N1CCCC1C(=O)Nc1ccc(OC)cc1 (centres undefined)	-6	-0.3	0.0	5

Continued:
SMILES	TEAD-YAP inh	GPR151 ag	FBW7 act	MITF primary
CSCCCNC(=O)c1cccc(OC2CCN(C(=O)C3CC3)CC2)c1	1	-0.7	-0.1	9
CCOc1ccc2sc(NC(=O)CN3C(=O)C4C5C=CC(C5)C4C3=O)nc2c1 (centres undefined)	-23	-0.6	-0.1	1
Cc1ccc(NC(=O)CCS(=O)(=O)c2ccc3c(c2)SCC(=O)N3)nc1	7	-0.2	0.2	2
CCCCNc1nc(SCC(=O)c2ccc(F)cc2)nc2ccccc12	8	-1.6	-0.2	-5
Cc1ccc(S(=O)(=O)N2CCC(N3CCC(C)CC3)CC2)cc1Cl	5	1.3	-0.1	3
COC(=O)C1=C(C)NC(=O)/C1=C\c1ccc(OC)c(OC)c1	-4	0.4	0.1	8
CC(C)n1c(N2CCc3ccccc3C2)nc2c(NCCCN3CCCC3=O)ncnc21	-1	-1.2	0.2	10
O=C(N/N=C/c1cccs1)c1ccc(O)cc1O	-13	-0.1	0.2	30
O=C(Cc1c(O)c2ccccc2[nH]c1=O)Nc1ccc(Br)cc1	10	0.2	0.0	12
O=C(Nc1ccccc1F)N[C@H]1C[C@H]2C(=O)N[C@@H](Cc3ccccc3)C(=O)N2C1	3	-1.6	0.0	-7
COC(=O)c1ccc(Oc2nc(Nc3ccc(F)cc3F)nc(N3CCOCC3)n2)cc1	-6	0.8	-0.1	-9
COc1ccc(Cc2nc(-c3cccnc3)no2)cc1	-1	0.1	0.0	-1
Nc1c(C(=O)Nc2cc(Cl)cc(Cl)c2)sc2nc3c(c(-c4cccs4)c12)CCCC3	-18	0.5	0.0	0
CCC(C)N(C)Cc1cccc(C2(O)CCN(S(=O)(=O)c3ccc(F)cc3)CC2)c1 (centres undefined)	-6	0.3	-0.2	0
CCOC(=O)CC(=O)CSc1nc2c(sc(=S)n2-c2ccccc2)c(=O)n1-c1ccc(OCC)cc1	-2	0.4	0.2	-3
CC(=O)c1ccc(OCC(O)CNC(C)c2ccccc2)cc1 (centres undefined)	4	1.0	0.0	5
CCOc1ccccc1-n1c(SCC(N)=O)nnc1-c1cccs1	0	-0.1	0.0	-2
Cc1ccc2c(c1)CN(CC(=O)NCCC1=CCCCC1)CC(C)O2 (centres undefined)	-9	-0.4	-0.1	-9
CCCc1cc(=O)oc2cc(OS(C)(=O)=O)c(Cl)cc12	3	1.0	0.1	2
O=C(NCc1ccccn1)c1ccc2c(=O)n(CC3CCCO3)c(=S)[nH]c2c1 (centres undefined)	1	-0.5	0.2	4
CC(=O)c1c(-c2ccc([N+](=O)[O-])cc2)cc2ccc(C(=O)O)cn12	8	-0.7	0.1	9
COc1cc(CN2CCN(Cc3ccccc3Br)CC2)cc(OC)c1O	-1	-0.7	1.1	68*
O=C(COc1ccccc1[N+](=O)[O-])NCC1(N2CCOCC2)CCCCC1	-10	-2.4	0.1	-3
CCOC(=O)CC1NCCNC1=O (centres undefined)	-13	1.2	-0.1	0
COc1ccc(C(=O)CC(=O)C(=O)Nc2cc([N+](=O)[O-])ccc2OC)cc1	-9	-0.2	1.0	14

Additional compounds
SMILES	TEAD-YAP inh	GPR151 ag	FBW7 act	MITF primary
Cc1ccc(N=C2NC(=O)CC(C(=O)Nc3cc(C)cc(C)c3)S2)cc1 (centres undefined)	-12	-0.6	0.6	16
COc1ccc(NC(=O)C(NC(=O)c2ccccc2NC(=O)c2ccccc2)C(C)C)cc1 (centres undefined)	4	3.6	0.1	2
COc1ccc([N+](=O)[O-])cc1N(CC(=O)N1CCCC1)S(C)(=O)=O	10	-0.3	0.8	-4
COc1ccc(CCC(=O)N2CCc3ccccc32)cc1	-19	0.2	0.1	11
Cc1ccc(C(=O)CSc2nc(C)c(C)c(C)c2C#N)c(C)c1	-10	-0.7	0.7	-1
Cc1ccc(C)c(S(=O)(=O)Nc2nc3ccc(S(N)(=O)=O)cc3s2)c1	7	-1.9	-0.2	-7
CCCCC(=Nc1ccc(OC)cc1)C1=C(O)CCCC1=O	-7	-2.4	0.1	1
Cc1ccccc1NC(=O)Cn1c(=O)n(Cc2ccc(F)cc2)c(=O)c2cccnc21	1	2.1	0.9	12
COc1ccc(/C=C2/SC(=S)NC2=O)cc1I	0	-0.1	-0.2	-9
O=C(Nc1ccc2c(c1)OCCO2)c1nn(Cc2ccccc2)c(=O)c2ccccc12	-3	-2.1	0.0	-4
O=C(CN1C(=O)C(=O)N(C2CCCC2)C1=O)Nc1ccc(N2CCOCC2)cc1	3	-1.0	0.2	9
CCC1CCCCN1C(=O)c1ccccc1Br (centres undefined)	1	-0.3	-0.2	-7
CN(C)c1ccc(NC(=O)CN2CCC(O)(c3ccccn3)CC2)cc1	-2	4.2	0.8	32
COc1cccc(-c2cnn3ccc(Nc4ccccc4)nc23)c1	-2	-0.6	-0.3	-17
COc1ccc(-c2nc(CNS(=O)(=O)c3cc(OC)ccc3OC)cs2)cc1	-1	0.4	-0.1	-15
CCOc1ccccc1CN1C(=O)C2(OCCCO2)c2ccccc21	6	-2.2	0.3	13
COC(=O)C1=C(C)N(Cc2ccccc2)C(=O)/C1=C\c1cccc(O)c1	7	2.9	0.1	0
COc1ccc(/C=C/C(=O)Nc2ccc(C(C)=O)cc2)cc1S(=O)(=O)N1CCOCC1	-13	0.3	-0.1	-22
CC12c3ccccc3C(c3ccccc31)C1C(=O)N(c3cccnc3)C(=O)C12 (centres undefined)	10	0.2	0.0	3
